# FXIIa inh: inhibitors of human coagulation factor XIIa; inhibition, % at 5 µM; P00748; 220,000 compounds, 0.3% hits; purified FXIIa, Boc-QGR-AMC fluorogenic substrate, 2 h; in the data active means inhibition above about 40%;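 further: 0% = enzyme with no compound and 100% = blank without enzyme; many of its hits are not listed in these tables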
# hK5 inh: kallikrein 5 (human) inhibition. recombinant hK5, fluorogenic AMC substrate cleavage. inhibition, % at 5 µM. 210,000 compounds, 0.59% hits. AID 873;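 active means inhibition of 40% or more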;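 further: 0% = enzyme controls without compound and 100% = no-enzyme blanks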
# Hck Nef HTS: blocks Nef-activated human Hck kinase | P08631 | Recombinant Hck-YEEI plus Nef, Z-Lyte FRET kinase assay | inhibition, % at 20 µM | 220,000 compounds, 0.68% hits | AID 463187;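 active means Hck-Nef kinase inhibition above about 50%, limit read from the data; inactive means inhibition below that limit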;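 further: 0% = DMSO with Hck plus Nef and 100% = Hck alone without Nef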
# thrombin 1536: thrombin (human) inhibition. inhibition, % at 5 µM. AID 1046. alpha-thrombin, Boc-VPR-AMC fluorogenic substrate cleavage. 220,000 compounds, 0.26% hits. P00734;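 active means inhibition at or above 40%; inactive means inhibition below 40%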;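 further: 0% = enzyme with no compound and 100% = wells without enzyme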
#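 System: Human alpha-thrombin protein | Medium: pH 7.5 Tris (50 mM) with NaCl 150 mM, Tween 20 0.05% | Times: Enzyme reaction carried out at room temperature | Detection: AMC fluorescence, 355/460 nm | Evaluation: Percent inhibition scaled between no-compound controls and no-enzyme blanks | Benchmarks: Enzyme without compound as high, wells lacking enzyme as low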
# 14-3-3 Bad PPI: disrupts binding of bovine 14-3-3 zeta to phospho-Bad peptide | TR-FRET 14-3-3zeta/Dy647-pBad peptide displacement, 1 h | 220,000 compounds, 0.71% hits | AID 781 | inhibition, % at 21.7 µM | P63103;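 active means inhibition above about 70%, limit read from the data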;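 further: 0% = full 14-3-3 plus peptide FRET controls and 100% = background without 14-3-3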
# Target sequence (P63103 whole entry, looked up): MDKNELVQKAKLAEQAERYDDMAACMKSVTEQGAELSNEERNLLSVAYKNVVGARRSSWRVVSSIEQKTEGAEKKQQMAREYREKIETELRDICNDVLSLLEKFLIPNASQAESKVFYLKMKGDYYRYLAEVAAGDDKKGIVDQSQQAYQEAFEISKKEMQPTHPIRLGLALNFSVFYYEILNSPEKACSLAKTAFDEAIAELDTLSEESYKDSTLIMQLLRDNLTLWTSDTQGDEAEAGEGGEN
# Runt-CBFb FRET: inhibitors of human RUNX1 Runt domain binding to CBFb; inhibition, % at 20 µM; AID 1496; Cerulean-Runt/Venus-CBFb FRET ratio 530/480, 1 h; 220,000 compounds, 0.46% hits;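 active means inhibition over about 50% at 20 µM in the single-dose screen, limit read from the data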;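 further: 0% = DMSO wells and 100% = excess unlabeled CBFb competitor control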
# Target sequence (Q01196 whole entry, looked up, the tested form may be a part): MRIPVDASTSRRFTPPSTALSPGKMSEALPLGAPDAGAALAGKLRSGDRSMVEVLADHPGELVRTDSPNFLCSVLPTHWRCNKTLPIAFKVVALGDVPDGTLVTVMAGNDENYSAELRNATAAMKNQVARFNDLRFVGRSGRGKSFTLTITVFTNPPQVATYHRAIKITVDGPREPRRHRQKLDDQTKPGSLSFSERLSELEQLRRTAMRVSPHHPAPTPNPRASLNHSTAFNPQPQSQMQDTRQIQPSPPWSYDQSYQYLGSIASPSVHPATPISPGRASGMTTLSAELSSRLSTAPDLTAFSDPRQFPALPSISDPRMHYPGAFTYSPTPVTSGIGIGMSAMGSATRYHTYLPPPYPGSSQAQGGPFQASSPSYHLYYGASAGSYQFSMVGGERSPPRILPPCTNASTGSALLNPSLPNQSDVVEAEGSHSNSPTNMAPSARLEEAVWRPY
# Target sequence (Q13951 whole entry, looked up, the tested form may be a part): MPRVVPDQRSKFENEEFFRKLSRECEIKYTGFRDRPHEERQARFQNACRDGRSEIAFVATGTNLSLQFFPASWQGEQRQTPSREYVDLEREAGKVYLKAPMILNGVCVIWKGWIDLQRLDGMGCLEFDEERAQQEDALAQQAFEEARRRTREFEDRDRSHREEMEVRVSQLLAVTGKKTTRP
#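 test system = Cerulean-tagged RUNX1 Runt domain (FRET donor) fusion protein | reagent = Venus-CBFb binding partner, 100 nM | incubation = protein complex preformed 1 h, compound exposure 1 h, room temperature, dark | detection = FRET fluorescence | read-out basis = loss of energy transfer signal | controls = 5 µM unlabeled CBFb as full-inhibition high control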
# FXIa inh 1536: factor XIa (human) inhibition; P03951; purified FXIa, Boc-Glu-Ala-Arg-AMC fluorogenic substrate; inhibition, % at 5 µM; 220,000 compounds, 0.14% hits;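 active means inhibition of at least 40%; inactive means inhibition below 40%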;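 further: fluorescence of freed AMC excited at 355 nm; 0% = enzyme without compound and 100% = no enzyme blank; many of its hits are not listed in these tables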
# Runt-SMMHC FRET: Runt domain-CBFb-SMMHC interaction inhibition | Q01196+Q13951 | Cerulean-Runt/Venus-CBFb-SMMHC FRET ratio 530/480, 1 h | inhibition, % at 20 µM | 220,000 compounds, 0.74% hits;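 active means mean inhibition across duplicate retests at 20 µM reaching about 50%, limit read from the data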;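 further: 0% = DMSO wells and 100% = wells with excess untagged CBFb-SMMHC; inhibitors lower the FRET ratio by blocking Runt binding to CBFb-SMMHC; some results filed as inactive read as strong as hits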
# Wee1 degr inh: inhibitors of human Wee1 degradation | HeLa Luc-Wee1K328M stability, luciferase luminescence; 100% = proteasome inhibitor MG132 effect | 220,000 compounds, 1.2% hits | AID 1321 | reporter increase, % at 5 µM;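 active means activation above the mean of all tested compounds plus 3 SD, set per screening run, cut at about 8.8% in these data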;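 further: cells exposed to compound for 20 h before luminescence read; 0% = DMSO alone and 100% = MG132 at 30 µM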
# * marks the source's active call; other numbers are inactive results; / = not tested or not shown; [ ] = dose if it differs, or a comment.
# Below each compound: FXIIa inh, hK5 inh, Hck Nef HTS, thrombin 1536, 14-3-3 Bad PPI, Runt-CBFb FRET, FXIa inh 1536, Runt-SMMHC FRET, Wee1 degr inh
- Cc1cc(C)n(Cc2ccc(C(=O)O)o2)n1
  12.1, -11.8, 0.0, -4.1, 25.4, -0.4, 3.9, -0.6, 3.0
- CCc1ccc(/C=C2\Oc3cc(OS(C)(=O)=O)ccc3C2=O)cc1
  2.6, -6.0, 0.6, -10.6, -3.8[fluorescence artefact?], -8.0, -3.3, -6.0, -1.8
- S=C(NCCc1ccccc1)N1CCn2cccc2C1c1ccncc1 (centres undefined)
  1.2, -5.3, 13.5, -13.1, -9.9, 2.7, -1.7, -3.4, 0.0
- COC(=O)c1ccccc1NC(=O)CSc1nnc(C(CO)NC(=O)c2ccccc2Cl)n1C (centres undefined)
  12.3, -17.4, -1.3, 2.5, -6.6, 1.9, 3.2, -2.4, -1.7
- FC(F)(F)c1ccc(CSc2nccn2-c2ccccc2)cc1
  0.5, -10.9, 0.4, -0.6, -19.8, -2.8, -3.5, -0.2, -1.6
- CN1CCN(C=NC2=NN(c3cccc(C(F)(F)F)c3)CC2)CC1
  -1.7, 0.1, -1.3, 9.4, -5.7[fluorescence artefact?], 0.5, 0.9, 1.0, -1.0
- O=C(CN1CCN(Cc2ccccc2)CC1)NC(=O)NCc1ccco1
  -7.3, -1.6, 2.8, 3.1, -12.2[fluorescence artefact?], 0.9, -5.1, -1.9, -0.4
- O=C(CSc1ncccn1)N1CCN(Cc2ccccc2)CC1
  11.3, -3.0, -0.3, 3.5, -3.5, 0.0, 5.1, 8.4, -0.7
- Clc1ccc(CON/C=N/c2ncnc3sccc23)c(Cl)c1
  7.1, -8.0, -0.5, -6.0, -9.6, -1.7, -6.5, 1.1, -0.8
- O=C(Nc1ccc(Cl)c(Cl)c1)N(CCCN1CCOCC1)Cc1cccnc1
  10.6, -2.9, 17.8, 1.8, -4.0, -2.0, -0.9, 0.0, -0.8
- N=c1n(CC(=O)c2ccc([N+](=O)[O-])cc2)c2ccccc2n1Cc1ccccc1
  6.7, -10.8, 2.0, -4.4, 4.2, 5.7, 13.8, -15.6, 3.7
- CCc1cc(=O)oc2cc3oc(C)c(C)c3cc12
  -5.1, 5.2, 0.9, -6.8, -8.8, /, -18.7, 1.2, 2.6
- CCCCn1c(=N)n(CC(O)c2ccccc2)c2ccccc21 (centres undefined)
  16.4, 3.7, -6.0, 2.8, 4.9, 2.9, 5.3, -3.9, 0.6
- Cc1nc2ccccn2c1C(=O)N/N=C/c1ccc(CNC(=O)C(=O)Nc2ccccc2)o1
  22.6, 0.3, 5.4, -2.6, 2.1, 1.8, 12.8, -2.5, 2.0
- Cc1ccc(Cn2c(=O)sc3ccccc3c2=O)cc1
  -8.4, 0.6, 2.4, -4.4, -3.5, -2.1, -9.5, -1.0, -1.2
- COC(=O)c1ccc(S(=O)(=O)N2CCC(C(N)=O)CC2)n1C
  -3.5, -0.4, 6.2, -6.7, -3.7, 3.1, -2.5, -3.0, -0.9
- CS(=O)(=O)c1nc(S(=O)(=O)c2ccc(Cl)cc2)c(NCc2ccccn2)s1
  12.4, /, -2.9, 2.7, -6.4, -0.1, 1.4, -0.5, -2.4
- O=C(O)/C=C\C(=O)Nc1ccc(N2CCN(c3cccc(Cl)c3)CC2)cc1
  3.2, 0.5, 19.9, -1.7, -10.2, 6.0, -4.4, -2.1, -0.9
- COc1cc(NC(=O)Cn2cnc3ccccc3c2=O)c(OC)cc1Cl
  /, -5.4, -15.3, -4.4, -3.2, 0.8, -5.7, 0.7, 1.2
- Cc1nn(C)c(C)c1NC(=O)C12CC3CC(CC(C3)C1)C2
  19.8, 25.6, 0.3, 25.5, 1.4, -1.1, 4.8, -1.9, 0.2
- COc1ccc(-c2cc(C3CC3)nc3sc(C#N)c(N)c23)cc1
  -0.1, -35.3, 4.9, -0.9, -12.0, 1.1, -4.4, -0.5, 2.5
- O=C(c1ccc(Cl)c([N+](=O)[O-])c1)N(c1ccccn1)c1ccccn1
  7.5, -19.6, 1.0, -11.4, -21.4, -1.0, -4.3, 6.6, -1.9
- O=C(NCc1ccccc1)NC1CCS(=O)(=O)C1 (centres undefined)
  7.0, -0.5, 23.2, 1.2, -11.9, 2.2, 0.5, 1.1, 3.3
- C=CCSc1nnc2n(-c3ccccc3OC)c(=O)c3c4c(sc3n12)CCC4
  5.8, 2.0, 0.2, 2.9, -8.3, 3.8, 1.9, -5.4, 1.6
- O=C(N/N=C/c1coc2ccccc2c1=O)c1ccccc1Br
  10.6, 3.8, 45.3, -1.3, 20.2[fluorescence artefact?], 0.2, 3.2, 1.3, 0.9
- Cc1nc(N2CCOCC2)c2cc(-c3ccccc3)sc2n1
  17.3, -5.4, 5.4, 1.9, 4.2, 0.6, 8.8, -1.4, -2.0
- c1ccc(-c2csc3nnc(SCc4ccc5c(c4)OCO5)n23)cc1
  8.1, -0.1, 22.4, -3.6, 7.0, 0.4, 0.4, 0.8, 3.6
- CCOc1ccc2nc(NC(=O)C(NS(=O)(=O)c3cccc4nsnc34)C(C)C)sc2c1 (centres undefined)
  8.6, -9.0, 0.2, -7.5, -1.7, -0.8, -0.1, 2.5, 2.1
- COc1ccc(C(=O)OCn2nnc3ccccc3c2=O)cc1
  19.3, 4.7, 25.9, -4.2, 13.4, -0.4, 9.1, -4.5, 2.9
- CC1CCc2nn(CC(=O)N3CCCCCC3)cc2C1 (centres undefined)
  9.6, -16.3, -3.9, -2.5, -4.8, -0.1, 4.2, 1.5, -0.2
- Cc1cccc(Oc2ccc(S(=O)(=O)N3CCCCC3)cc2N)c1
  6.8, -3.5, 6.5, -8.8, -0.5, 0.2, -6.1, 0.7, 3.1
- Cc1ccc(OCC(=O)N(c2ccccn2)C2CCCCC2)c(C)c1
  -2.4, -6.6, -2.8, -11.0, 4.0[fluorescence artefact?], 0.7, -12.1, 1.4, -0.8
- CCOc1ccc(Nc2nc(Cc3nnc(SCC(=O)NC4CCCCC4)n3C)cs2)cc1
  4.9, -3.2, 2.8, -0.3, 0.7, -1.4, -1.1, -1.0, -1.8
- CC(=O)Nc1ccc(SCC(=O)Nc2cc(C)on2)cc1
  /, 0.2, -15.8, -5.5, 2.3, 5.6, 1.7, 0.3, 6.6
- COC(=O)c1c([N+](=O)[O-])c(OC)c(OC)c(OC)c1[N+](=O)[O-]
  -1.6, -4.9, 25.6, -1.9, -0.8, 1.2, 1.1, -1.1, -2.4
- Cn1cnnc1-c1cccc(NC(=O)c2cc(F)c(F)cc2Cl)c1
  6.6, 7.3, 20.6, 0.9, -4.4, -1.6, -1.8, 1.0, -1.5
- CNc1nc2[nH]c(=O)c3c(c2s1)OC(N)=C(C#N)C3c1ccccc1 (centres undefined)
  14.8, -4.4, -0.4, -4.2, -9.0, -4.9, 6.1, -12.9, -3.5
- O=C(c1cnn2c(C(F)(F)F)cc(-c3cccs3)nc12)N1CCCC1
  3.2, 1.1, 3.8, -3.5, 1.8, 6.3, -1.9, 4.3, -1.6
- Cc1ccc(Cl)cc1N1CCN(Cc2nnnn2Cc2ccco2)CC1
  13.6, 7.4, -0.8, 1.0, 38.3, 20.2, 11.5, 6.1, 0.3
- CCOC(=O)N1CCN(C(=S)NC(=O)c2c(-c3c(Cl)cccc3Cl)noc2C)CC1
  7.0, 5.6, -5.5, -2.2, -9.3, 4.1, 2.8, 4.0, 0.1
- O=C(COc1ccccc1)Nc1cccc(-c2nc3cc4ccccc4cc3[nH]2)c1
  -7.5, -102.7, 7.2, -9.5, -1.9, -0.1, -14.1, -0.7, 8.6
- O=S(=O)(c1ccc(F)cc1)c1nc(-c2ccc(F)cc2)oc1NCCN1CCOCC1
  12.1, -17.0, 1.2, 4.3, 7.9[fluorescence artefact?], -4.0, 8.3, 0.9, -1.8
- O=C(c1ccc(=O)oc1)N1CCN(c2ccc(F)cc2)CC1
  -16.8, -19.6, /, -2.6, -16.2[fluorescence artefact?], -0.8, -19.2, -35.3, /
- O=C(COC(=O)Cc1ccccc1F)Nc1ccc(F)cc1F
  11.9, 3.6, -47.0, 3.6, -3.2, 1.4, 3.4, 2.0, -2.3
- Cc1ccc(NC(=O)CSc2nc3ccccc3c3nc(CCn4cncc4C)nn23)c(C)c1
  6.5, -6.9, 72.1*, 5.3, 15.3, -2.2, 8.7, -3.3, -2.0
- CCN(CC)c1ccc(-c2nc3cnccc3n2C)cc1
  22.6, 3.1, -8.9, -1.9, -6.1, -1.9, 18.3, -0.5, -1.9
- COc1ccc(-c2csc(NC(=O)C3CCCCN3S(=O)(=O)c3ccccc3)n2)cc1 (centres undefined)
  11.5, -2.3, -1.1, -1.9, -5.5, 0.8, 0.5, -0.2, 10.0*
- COCCn1c(=O)[nH]c2cc(C(=O)NCCN3CCN(c4ccccc4)CC3)ccc2c1=O
  14.5, 14.7, 0.7, -2.9, -0.3, -1.5, 3.6, 0.0, 11.0*
- CC1CCc2cc(F)ccc2N1C(=O)CCl (centres undefined)
  5.2, -19.2, 11.7, -1.6, -3.5, 0.6, -6.2, -1.2, 1.6
- CCOC(=O)Cn1nc(C)cc1NC(=O)c1cccnc1
  8.4, -6.9, 23.5, 1.4, -11.7, -1.7, -1.3, 1.4, 1.7
- Cc1ccc(S(=O)(=O)N(C)CC(=O)N2CCN(C(=O)c3ccco3)CC2)cc1
  15.1, 15.7, -0.4, -1.1, 1.8, 1.1, -1.4, -3.4, 0.6
- CC(C)NC(=O)c1cc(-c2ccco2)nn1-c1ccc(Cl)cc1
  -5.1, 10.6, 1.9, -1.6, /, /, -4.6, 6.4, -0.5
- CCn1nc(C)c(CNC(=O)CC2C(=O)NCCN2Cc2ccc(C)o2)c1C (centres undefined)
  0.2, -6.3, 18.9, -18.5, -11.5, /, -5.9, /, 1.6
- CCN(CC)CC(=O)NN=C(c1ccccc1)c1ccccc1
  16.3, -3.2, 0.9, 1.6, 1.6, -0.4, 4.6, -1.3, -1.1
- CC(CN1CCNCC1)(NS(=O)(=O)c1ccccc1)c1ccccc1 (centres undefined)
  -0.1, -26.6, 1.3, -13.8, -8.4, 2.1, 0.5, 1.7, -0.7
- Cc1ccc(/C=N/Nc2ncc(Cl)cc2Cl)s1
  9.1, 3.2, -13.9, -1.1, 8.8, 0.7, 0.9, 0.3, 4.0
- CCOC(=O)c1ccc(COC(=O)c2ccc3c(c2)-c2ccccc2C3=O)cc1
  17.6, 2.0, 0.0, 2.9, 2.8, -3.8, 4.2, -9.7, -2.2
- COc1ccc(C2=NO[C@@H]3C(=O)N(C4CCCCC4)C(=O)[C@H]23)cc1OC
  11.7, -3.6, 0.4, -0.3, -6.1, 1.5, 5.6, -0.2, 6.3

# Bioassay records: PubChem BioAssay, several laboratories
